ATXN viability: viability counter-screen for ATXN expression inhibitors; S2 cells (HEK-293 line with an ATXN2-luciferase reporter) viability, CellTiter-Fluor protease fluorescence, 24 h; AID 651635; 0.49% of 400,000 active; Potency, µM (titrated, usually from 56.7 µM), most hits filed as cytotoxic; further: potency means the concentration at half of the fitted maximal effect; nearly all actives have a fitted effect of over 40% in size
Nrf2 block: blocks Nrf2 signaling. A549 ARE-Fluc reporter, luciferase luminescence, 18-24 h. 2.1% of 360,000 active. Potency, µM (highest dose often 46 µM), for inactives: at the highest dose activity change, negative = inhibition, actives largely listed as inhibitors; further: potency means the concentration at half of the fitted maximal effect; on the % scale 0 is the no-effect control and ±100 the full control effect; nearly all actives have a fitted effect of over 60% in size
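Two sequential reads on A549 ARE_Fluc cells exposed to compound for 18-24 h: a CellTiter-Fluor fluorescence read for viability, then a luciferase luminescence read for Nrf2/ARE activity.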
TGFb SMAD3 inh: TGF-b pathway inhibition; HepG2 CAGA-GFP TGF-b/SMAD3 reporter, GFP fluorescence, 18 h; TGF-beta stimulated, 500 pg/mL final; Potency, µM (top dose mostly 46.1 µM), for inactives: top-dose activity, negative = inhibition, usual class: inhibitors; 1.2% of 410,000 active; AID 588855; further: potency means the concentration at half of the fitted maximal effect; on the % scale 0 is the no-effect control and ±100 the full control effect; nearly all actives have a fitted effect of over 65% in size
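GFP signal (ex488/em500-530) from TGF-beta-stimulated HEPG2 CAGA-GFP cells, 500 pg/mL final, 18 h at 37 degrees C in DMEM plus 1% FBS, normalized to unstimulated and DMSO-stimulated controls.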
ATXN2 expr inh: inhibitors of ATXN2 expression; HEK-293 ATXN2-luciferase reporter, luminescence, 24 h; Potency, µM (series often up to 57 µM), for inactives: at the highest dose activity change, negative = inhibition, hits mostly inhibitors; 0.72% of 360,000 active; AID 1745845; further: potency means the concentration at half of the fitted maximal effect; on the % scale 0 is the no-effect control and ±100 the full control effect; nearly all actives have a fitted effect of over 55% in size
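ATXN2-luciferase reporter cells (luciferase flanked by upstream and downstream ATXN2 gene portions) were treated 24 h at 37 °C with compounds at up to 57 uM. SteadyGlo luminescence gave expression; GF-AFC fluorescence gave viability.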
Nrf2 activator: activates Nrf2 signaling. AREc32 ARE-luciferase reporter (MCF7-derived line), luminescence, 24 h. Potency, µM (series often up to 46.1 µM), for the others: at the highest dose activation, most hits filed as activators. 0.31% of 410,000 active; further: potency means the concentration at half of the fitted maximal effect; % of control where 0% means no effect; nearly all actives have a fitted effect of over 65% in size
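ARE activation measured as luciferase luminescence (Steady-Glo, 30 min RT) in AREc32_Fluc cells after 24 hr compound exposure at 37 deg C, 5% CO2; cells seeded overnight at 1000/well in OPTI-MEM, 5% FBS.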
HepG2 viability: HepG2 cytotoxicity, counter-screen for TGF-b inhibitors. Potency, µM (top dose mostly 46.1 µM), inactives show top-dose activity change, negative = cytotoxicity, usual class: cytotoxic. 0.76% of 410,000 active. HepG2 CAGA-GFP viability, ATP luminescence, 18 h. AID 588856; further: potency means the concentration at half of the fitted maximal effect; some results filed as inactive show a strong effect at the top dose
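CellTiter-Glo luminescence gave cytotoxicity after 18 hours at 37 degrees C. The cells were HepG2 CAGA-GFP in 1% FBS DMEM, stimulated with 500 pg/mL TGF-beta after compound addition. %Activity was normalised to no-cell wells (complete cell-killing) and DMSO (no toxicity), and curves were fitted and classified.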
A549 viability: A549 cytotoxicity, counter-screen for Nrf2 inhibitors. A549 ARE-Fluc cells, CellTiter-Fluor viability, 18-24 h. Potency, µM (highest dose often 46 µM), for the others: top-dose activity change, negative = cytotoxicity, actives largely listed as inhibitors. 0.16% of 390,000 active; further: potency means the concentration at half of the fitted maximal effect; on the % scale 0 is the no-effect control and ±100 the full control effect
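A549 ARE-Fluc cells in 5% FBS OPTI-MEM, 5000 cells/well, rested 2 h then exposed to compounds in concentration-response for 18-24 h at 37 °C. Viability by CellTiter-Fluor fluorescence (Ex 405/Em 525) after 30 min; luciferase luminescence (BugLite, 15 min, RT) read afterwards.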
IL-2 act: IL-2 activation. 0.065% of 360,000 active. IL-2 activation reporter assay, cell-based qHTS; stimulated with anti-CD3/CD4/CD28 beads; in transgenic mouse T cells. activation, % (series mostly up to about 46 µM); in the data active means activation above about 50%; inconclusive means mostly about 30% to 49%; further: 0% is about no effect
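EGFP and DsRed fluorescence is measured by plate cytometry in unstimulated transgenic mouse T cells exposed to compound for 60 minutes, then stimulated 18 hours at 37 degrees C with anti-CD3/anti-CD4 beads plus anti-CD28.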
EPAC2 agonist: agonists of human EPAC2 (RAPGEF4). Q8WZA2. EPAC2 activation, biochemical qHTS; response scale: 100% = 6.5 mM cAMP response. Potency, µM (titrated, usually from 154 µM), without a hit: top-dose activation, usual class: activators. 0.079% of 360,000 active. AID 720711; further: potency means the concentration at half of the fitted maximal effect; nearly all actives have a fitted effect of over 50% in size
Target sequence (Q8WZA2 whole entry, looked up): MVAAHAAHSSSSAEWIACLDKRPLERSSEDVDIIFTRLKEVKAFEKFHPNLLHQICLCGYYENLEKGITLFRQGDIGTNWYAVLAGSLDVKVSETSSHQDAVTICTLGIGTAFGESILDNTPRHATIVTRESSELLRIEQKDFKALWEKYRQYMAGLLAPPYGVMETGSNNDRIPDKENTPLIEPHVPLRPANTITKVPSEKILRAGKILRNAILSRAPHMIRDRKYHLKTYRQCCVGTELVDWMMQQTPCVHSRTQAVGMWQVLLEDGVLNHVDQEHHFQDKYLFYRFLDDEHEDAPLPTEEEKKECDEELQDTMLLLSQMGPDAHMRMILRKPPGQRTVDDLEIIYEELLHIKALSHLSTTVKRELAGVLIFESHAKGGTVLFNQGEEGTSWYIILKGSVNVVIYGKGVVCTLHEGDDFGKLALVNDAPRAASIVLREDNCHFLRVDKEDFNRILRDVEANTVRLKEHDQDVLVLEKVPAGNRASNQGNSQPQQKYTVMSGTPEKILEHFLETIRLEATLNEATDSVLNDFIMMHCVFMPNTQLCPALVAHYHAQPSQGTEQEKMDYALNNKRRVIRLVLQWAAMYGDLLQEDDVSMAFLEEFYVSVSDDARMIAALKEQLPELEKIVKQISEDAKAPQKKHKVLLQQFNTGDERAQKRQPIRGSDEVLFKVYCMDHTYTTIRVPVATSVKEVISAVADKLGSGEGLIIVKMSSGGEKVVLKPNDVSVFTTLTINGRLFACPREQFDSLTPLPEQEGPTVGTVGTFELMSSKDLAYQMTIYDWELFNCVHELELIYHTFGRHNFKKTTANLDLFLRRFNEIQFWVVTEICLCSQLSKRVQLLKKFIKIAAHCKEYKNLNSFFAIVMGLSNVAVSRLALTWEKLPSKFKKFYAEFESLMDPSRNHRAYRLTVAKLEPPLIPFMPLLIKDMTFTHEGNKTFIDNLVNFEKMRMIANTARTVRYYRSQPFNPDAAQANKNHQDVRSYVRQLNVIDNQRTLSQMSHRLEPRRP
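Compounds were added across a concentration range to EPAC2 (100 nM), RAP1B-BODIPY-GDP (250 nM) and GDP (50 uM). After 5 min at room temperature, fluorescence was recorded at 5-min intervals for 30 min.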
* = called active by the depositor; i = inactive; ? = inconclusive; nt = not tested or not shown; & = joins results of further samples; [ ] = another dose, or the depositor's remark. Unless noted, the call rests on the fitted dose curve; in most records, active means well fitted curve in the direction sought with a large enough effect; inconclusive means small, poorly fitted or top-dose-only effect, or another doubt; inactive means no such curve, though single readings can be large; an effect the other way counts as inactive or inconclusive.

no.	smiles	ATXN viability	Nrf2 block	TGFb SMAD3 inh	ATXN2 expr inh	Nrf2 activator	HepG2 viability	A549 viability	IL-2 act	EPAC2 agonist
1	CCC(=O)Nc1cccc(C2=NOC3(C2)C[C@H](C(N)=O)N(C(=O)c2ccc(Cl)cc2)C3)c1 (some centres undefined)	i	6%	-2%	3%	0.0%	-11%	6%	1.1	6%
2	COc1ccc2[nH]c3c(c2c1)CCN1C(=O)C(CC(=O)NCCc2ccccn2)C[C@H](C(=O)N2CCOCC2)[C@@]31CCC1CCCC1 (some centres undefined)	i	-23%	-16%	5%	1.2%	-12%	-5%	-0.5	3%
3	CN(C)CCCN(C(=O)c1ccc(S(=O)(=O)N2CCCC2)cc1)c1nc2ccc(Br)cc2s1	i	-11%	?	?	0.2%	-97%	7%	-3.2	8%
4	COc1ccc(NC(=O)CCC(=O)NCCO)cc1	i	1%	-3%	-23%	-0.6%	12%	-3%	7.1	3%
5	CCOC(=O)C(C)Oc1cccc2c(=O)n(CC(=O)Nc3ccc(OCC)cc3)ccc12 (centres undefined)	i	-2%	1%	1%	0.1%	-2%	-3%	-0.3	-9%
6	O=C(Nc1cc2ccccc2oc1=O)c1ccccc1	i	?	4%	?	?	-33%	-7%	0.0	0%
7	COc1ccc2[nH]cc(CCNC(=O)Nc3ccc(F)cc3)c2c1	?	3%	-5%	-19%	-0.5%	0%	0%	nt	nt
8	CC1=CC(c2ccccc2)=NS(=O)(=O)N1	i	6%	2%	4%	-0.5%	6%	9%	0.1	4%
9	CN(C)C(=S)NC(=NCc1ccc([N+](=O)[O-])cc1)c1ccccc1	i	13%	2%	?	0.2%	3%	0%	-3.4	2%
10	O=[N+]([O-])c1cc(/C=N/N2CCOCC2)cs1	i	0%	?	-1%	4.4%	15%	-12%	-0.4	3%
11	COc1ccc(NC(=O)c2ccc(NC(=O)c3ccncc3)cc2)cc1	i	15%	-20%	-11%	-0.7%	-9%	7%	0.0	-4%
12	Cc1ncc(N=Nc2ccccc2)c(-c2ccccc2)n1	i	-2%	-3%	-16%	4µM*	18%	-1%	0.0	3%
13	Cc1ccc(CC(=O)NCCS(=O)c2ccc(C)cc2)cc1 (centres undefined)	i	13%	-7%	-9%	-0.3%	2%	1%	-0.5	6%
14	CCOC(=O)C1CCN(C(=O)C(=O)Nc2ccc3nc4n(c(=O)c3c2)CCCCC4)CC1	i	18%	-7%	-26%	-0.7%	-16%	0%	-0.5	12%
15	Cc1ccc(/C=C/C(=O)N(Cc2cccs2)C2CCS(=O)(=O)C2)cc1 (centres undefined)	i	-9%	-3%	-8%	2.5%	6%	-6%	0.5	5%
16	Cc1ccc(NC(=O)c2cccc(OCc3c(C)noc3C)c2)cc1	i	-26%	-5%	18%	3.0%	-21%	-14%	-0.2	22%
17	Cc1ccccc1-c1nc(CS(=O)CC(=O)NCCCN(C)c2ccccc2)c(C)o1 (centres undefined)	i	10%	1%	-8%	-0.3%	-14%	-5%	-0.5	8%
18	CC(C)C[C@@H](CSc1ccccc1)N1CCN(CCc2ccccc2)CCC1=O	i	?	?	20%	2.7%	-8%&-13%	0%	-2.5	14%
19	O=C(Nc1ccc(Cl)cn1)C1CCN(c2ncnc3c2nc2n3CCCCC2)CC1	i	?	?	?	19%	-18%	-8%	-2.7	-2%
20	CC(=O)Nc1c(O)nc(SCC(=O)Nc2nnc(CC(C)C)s2)[nH]c1=O	i	-15%	9%	-4%	-0.1%	-6%	6%	-0.2	12%
21	C/C(=N\NS(=O)(=O)c1ccc([N+](=O)[O-])cc1)c1c[nH]c2ccccc12	i	-12%	10%	-10%	0.3%	12%	11%	6.6	17%
22	O=C(CCC1CCCC1)N=C1SC2CS(=O)(=O)CC2N1c1ccccc1F (centres undefined)	i	0%	-2%	nt	0.4%	-3%	-3%	0.1	8%
23	COc1ccc(NC(=O)CSCC(=O)N(C)CC(=O)Nc2cccc3ccccc23)cc1	i	4%	23%	15%	-0.6%	0%	0%	0.1	4%
24	O=C(Nc1nc(=S)ss1)c1ccc(Cl)cc1Cl	i	12%	?	4%	2.3%	-3%	9%	-0.7	13%
25	CC(C)C[C@H]1CN(CCCC[C@H]2CNC(=O)C(=O)N2Cc2ccccc2)C(=O)C(=O)N1CCC1CCCCC1	i	nt	nt	-2%	0.3%	nt	nt	-0.1	-7%
26	Cc1ccc(-n2nc3ccc(NC(=O)c4cccc([N+](=O)[O-])c4C)cc3n2)cc1	i	?	?	-8%	3.6%	-31%	-6%	-1.5	-2%
27	CCOC(=O)c1c(NC(=O)c2ccc(OCC)c(Br)c2)sc2c1CCCC2	i	1%	-25%	5%	0.4%	0%	0%	nt	nt
28	Fc1ccc(NC(=S)NCc2cccnc2)cc1	i	-3%	-10%	35%[activator]	-0.5%	16%	-2%	-3.7	0%
29	CCOC(=O)CC(NC(=O)CCc1c(C)nc2nc(C)nn2c1C)c1ccc(C)cc1 (centres undefined)	i	0%	1%	1%	0.2%	0%	-1%	-0.1	0%
30	COCCN(C(=O)C(C)C)c1nnc(-c2cccc(C)c2)s1	i	-11%	10%	-6%	-0.3%	-23%	2%	-2.1	3%
31	CNC[C@@H]1OCc2ccccc2-c2c(n(C)c3ccccc23)C(=O)N([C@H](C)CO)C[C@@H]1C	i	nt	?	-16%	0.0%	-26%	nt	-2.0	20%
32	CCOC(=O)[C@@H]1[C@H]2COc3ccccc3[C@@H]2N2C(=O)N(c3ccc(Cl)cc3)C(=O)[C@]12C	i	-6%	?	1%	-0.8%	20%	1%	-0.3	13%

The closing two compounds of the section before come first, to join the parts:
no.	smiles	ATXN viability	Nrf2 block	TGFb SMAD3 inh	ATXN2 expr inh	Nrf2 activator	HepG2 viability	A549 viability	IL-2 act	EPAC2 agonist
31	CNC[C@@H]1OCc2ccccc2-c2c(n(C)c3ccccc23)C(=O)N([C@H](C)CO)C[C@@H]1C	i	nt	?	-16%	0.0%	-26%	nt	-2.0	20%
32	CCOC(=O)[C@@H]1[C@H]2COc3ccccc3[C@@H]2N2C(=O)N(c3ccc(Cl)cc3)C(=O)[C@]12C	i	-6%	?	1%	-0.8%	20%	1%	-0.3	13%
33	CCN(CC)c1ncccc1C(=O)NCc1cccs1	i	17%	-1%	0%	-0.3%	1%	0%	-0.5	6%
34	CC(C)Oc1ccc(/C=C(\C#N)C(=O)NC2CC2)cc1	i	20%	-1%	-27%	3.4%	-1%	0%	0.6	3%
35	Cc1nc([N+](=O)[O-])c(C(=O)OCc2ccccc2Br)n1C	i	-11%	0%	-7%	0.0%	-9%	-1%	-2.4	2%
36	O=C(NNC(=O)c1cc(-c2ccc(Cl)cc2)nc2ccccc12)c1csc(N2CCOCC2)n1	?	?	1%	-19%	1.9%	-5%	-18%	0.2	0%
37	Cc1ccc(NC2CCCN(C(=O)c3ccc(C)c(N4CCNC4=O)c3)C2)cc1C (centres undefined)	i	1%	-3%	-1%	0.5%	4%	2%	-3.5	3%
38	COc1cccc(/C=C/c2ccc3cccc(O)c3n2)c1	?	?	0%	?	?	-8%	4%	-0.9	5%
39	O=C(COC(=O)c1ccc2ncsc2c1)Nc1cc(Cl)ccc1F	?	1%	0%	2%	3.2%	-3%	-12%	-2.6	-9%
40	CC1CCN(C(=O)COC(=O)c2cccs2)CC1	i	?	6%	10%	-0.7%	1%	-1%	0.1	3%
41	CCOc1ccccc1NC(=O)N1CCc2ccccc2C1	i	0%	-16%	-4%	?	-15%	4%	-2.1	3%
42	COc1cccc(-c2nnc(-c3ccccc3NC(=O)c3ccc(C(C)(C)C)cc3)o2)c1	i	?	8%	0%	2.0%	-35%	-5%	0.6	8%
43	CC(=O)Nc1cccc(NC(=O)c2ccc(C)c([N+](=O)[O-])c2)c1	i	3%	-2%	7%[11.3 µM]	4.3%	4%	0%	-0.4	1%
44	Cc1ccccc1-c1noc(-c2ccc(N3CCOCC3)c([N+](=O)[O-])c2)n1	i	-21%	-1%	8%	0.9%	2%	-2%	nt	nt
45	CCOC(=O)c1c(-c2ccc(C)o2)csc1NC(=O)CSc1ncn[nH]1	i	nt	30%	-12%	16%	-8%	-2%	-0.6	21%
46	O=C1NC(Cc2c[nH]c3ccccc23)C(=O)N1Cc1ccc(CN2C(=O)NC(Cc3c[nH]c4ccccc34)C2=O)cc1 (centres undefined)	?	-25%	?	nt	0.5%	-41%	0%	0.3	10%
47	COc1ccc(CCCC(=O)Nc2cc(C)ccc2OC)cc1	i	-10%	-3%	-4%	0.1%	-9%	-2%	1.9	19%
48	O=C(NN=Cc1ccc([N+](=O)[O-])cc1)C1CC1	i	16%	17%	10%	-0.8%	-3%	2%	1.0	8%
49	COC(=O)c1cc(NC(=O)CN2CCOCC2)cc(C(=O)OC)c1	i	-9%	-26%	-5%	2.8%	-9%	1%	0.3	?
50	COc1cc(/C=C/C(=O)OCC(=O)NCCc2ccc(S(N)(=O)=O)cc2)ccc1OCC#N	i	-19%	6%	-7%	3.0%	1%	-13%	-2.3	-5%
51	COc1ccccc1NC(=O)C1CC(=O)OC1c1ccccc1 (centres undefined)	i	nt	-19%	0%	0.5%	-1%	0%	-2.0	-2%
52	Cc1ccccc1-c1nc(CN2CCC(C(=O)N3CCN(c4ccccn4)CC3)CC2)c(C)o1	?	3%	-17%	?	3.3%	-41%	-1%	-3.5	12%
53	CC1(c2ccccc2)NC(=O)N(CC(=O)N2CC(=O)Nc3ccccc32)C1=O (centres undefined)	?	-10%	0%	-28%	0.5%	3%	3%	0.3	-2%
54	COC(=O)c1cc(=O)n(Cc2cccs2)c(=Nc2ccccc2)s1	i	?	?	nt	?	-33%	-5%	-0.7	14%

From PubChem BioAssay

Compounds were not picked by outcome. Share with any hit: about 4.3%.
